# Assay outcomes from PubChem BioAssay.
# inhibitors of VEEV: inhibitors of VEEV TC-83 cytopathic effect, confirmation, Vero cells (AID 588727); inhibition, % at 20 µM, or IC50 in µM where a hit was titrated; Vero cells, VEEV TC-83 cytopathic effect inhibition; higher % means a stronger effect; actives 0.13% (n = 350,000); in the data active = a potency from the dose series; inconclusive = inhibition mostly from about 14% at the one dose, without a potency; inactive = the rest, 99 in 100 with inhibition below about 12%; note: strong numbers were not always called active
# H1N1 NS1A inhibition: H1N1 influenza NS1A inhibitors, functional cell based assay (AID 504329) | NS1A functional cell-based assay, percent inhibition; higher % means a stronger effect | inhibition, % at 12.5 µM; hits with a dose series show IC50 in µM | actives 0.3% (n = 340,000); in the data active = a potency from the dose series; inconclusive = inhibition above about 27% without an active follow-up result; note: strong numbers were not always called active
# Salmonella PhoP GFP: Inhibition of PhoP regulon, Salmonella typhi GFP reporter cells, confirmation, 4 h (AID 1850); inhibition, % at 50 µM, or IC50 in µM where a hit was titrated; actives 0.33% (n = 310,000); Salmonella Typhi PhoP-promoter GFP reporter, fluorescence, 4 h; higher % means a stronger effect; in the data active = a potency from the dose series; inconclusive = inhibition mostly from about 25% at the one dose, without a potency; inactive = the rest, 99 in 100 with inhibition below about 19%;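 note: 0% = induced wells with vehicle and 100% = uninduced wells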
# H37Rv inhibition: M. tuberculosis growth inhibition, HTS (AID 449762); M. tuberculosis H37Rv growth inhibition, 7H9 media; higher % means a stronger effect; inhibition, % at 25 µM, or IC50 in µM where a hit was titrated; actives 0.59% (n = 330,000); in the data active = a potency from the dose series; inconclusive = inhibition above about 70% without an active follow-up result;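 note: bacterial growth assessed after seven days of incubation; strong numbers were not always called active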
# tuberculosis growth: growth inhibition of non-replicating M. tuberculosis (AID 488890). Mycobacterium tuberculosis non-replicating, growth inhibition; higher % means a stronger effect. one-dose inhibition, % at 25 µM; IC50 in µM for titrated hits. actives 0.39% (n = 320,000); in the data active = a potency from the dose series; inconclusive = inhibition mostly from about 82% at the one dose, without a potency; inactive = the rest, 99 in 100 with inhibition below about 76%;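 note: plate controls were DMSO cells for no effect and high antibiotic wells for full effect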
# inhibitors of VEEV 10K pilot screen: second read-out of inhibitors of VEEV, no call of its own (marks repeat the call); inhibition, %; measured here: 10K pilot screen inhibition
# * marks the source's active call; other numbers are inactive results; i = inactive; ? = inconclusive; · = no result given.
# Start of the data: the first 6 entries, ahead of the listing:
SMILES,inhibitors of VEEV,H1N1 NS1A inhibition,Salmonella PhoP GFP,H37Rv inhibition,tuberculosis growth,others
COc1ccc(C(=O)Nc2cc(OC)ccc2OC)cc1,4.5%,-20%,-1%,1%,-9%,
CC(C(=O)c1ccc2ccccc2c1)N1CCCCC1 (centres undefined),1.8%,-2%,30%,1%,4%,
Cc1ccnc(NC(=O)C23CC4CC(CC(C4)C2)C3)c1,1.0%,-2%,-7%,-3%,20%,
COc1ccc(N)cc1NC(=O)CN1CCCC1,0.0%,2%,5%,-8%,1%,
NNC(=S)NCc1ccccc1,0.9%,9%,-1%,?,50%,
CC1(C)CN(c2ccccc2)N(C(=O)c2ccc(F)cc2)C1=O,i,-45%,0%,?,8%,

# The whole of this part (from the top)
SMILES,inhibitors of VEEV,H1N1 NS1A inhibition,Salmonella PhoP GFP,H37Rv inhibition,tuberculosis growth,others
COc1ccc(C(=O)Nc2cc(OC)ccc2OC)cc1,4.5%,-20%,-1%,1%,-9%,
CC(C(=O)c1ccc2ccccc2c1)N1CCCCC1 (centres undefined),1.8%,-2%,30%,1%,4%,
Cc1ccnc(NC(=O)C23CC4CC(CC(C4)C2)C3)c1,1.0%,-2%,-7%,-3%,20%,
COc1ccc(N)cc1NC(=O)CN1CCCC1,0.0%,2%,5%,-8%,1%,
NNC(=S)NCc1ccccc1,0.9%,9%,-1%,?,50%,
CC1(C)CN(c2ccccc2)N(C(=O)c2ccc(F)cc2)C1=O,i,-45%,0%,?,8%,
CCc1ccc(C2NC(=S)NC3=C2C(=O)N(c2ccccc2OC)C(c2ccc(CC)cc2)N3)cc1 (centres undefined),6.4%,-10%,1%,6%,10%,
Cn1ncc2c(NCCc3ccccc3)nc(Cl)nc21,i,9%,·,·,·,
COC(=O)c1cccc(NC(N)=S)c1,0.4%,-11%,7%,-5%,9%,
COc1ccc(S(=O)(=O)CCC(=O)N2CCN(c3ccc(F)cc3)CC2)cc1,2.5%,3%,-8%,-2%,-6%,
FC(F)Oc1ccc(C2=Nn3c(nnc3-c3ccccc3Cl)SC2)cc1OCC1CC1,0.2%,4%,·,-3%,-11%,
CC(=O)c1cccc2c(O)c(C3=Nc4ccccc4C3=O)[nH]c12,i,14µM*,5%,12µM*,48%,
CN(Cc1nc(-c2cnccn2)no1)Cc1n[nH]c2c1CCCC2,0.0%,-6%,·,·,·,
CC(=O)N(CCS(=O)(=O)c1ccc(Cl)cc1)Cc1cccs1,i,1%,-1%,6%,-15%,
CN(Cc1ccccc1)C(=O)COc1ccc(C(C)(C)C)cc1,i,-13%,-6%,7%,43%,
O=C(Nc1cccc(S(=O)(=O)N2CCOCC2)c1)c1cnn2c(C(F)F)cc(-c3ccccc3)nc12,0.4%,-9%,-15%,3%,-2%,
Cc1oc2ccc(O)cc2c1C(=O)OC(C)C,i,-3%,-7%,?,44%,
COC(=O)c1sc(NC(=O)CSc2nnc(Cn3nnc4ccccc43)n2C)nc1C,0.6%,0%,-5%,10%,-5%,
Cc1ccc(C(=O)NCc2ccc3c(c2)OCO3)o1,1.1%,0%,0%,0%,79%,
COc1ccccc1CC(=O)Nc1ccc(-c2noc(COc3cccc(C)c3C)n2)cc1,0.8%,-2%,22%,1%,-10%,
N#CC1=C(Nc2ccccc2)SC=C(c2ccc(F)cc2)N=C1N1CCOCC1,·,·,3%,-4%,-8%,
CC(C)(Cl)C1Cc2cc3ccc(=O)oc3cc2O1 (centres undefined),i,10%,-7%,-3%,2%,
O=C(CSc1nc2ccccc2c(=O)[nH]1)Nc1cccc([N+](=O)[O-])c1,0.6%,-3%,4%,-3%,-4%,
CN(C(=O)COC(=O)c1ccc(S(=O)(=O)N2CCOCC2)cc1)c1ccccc1,2.3%,0%,·,5%,2%,
O=C(O)CC(NC(=O)Cc1ccccc1)c1ccccc1 (centres undefined),0.2%,-2%,-1%,9%,0%,
O=C(NCc1ccncc1)c1ccc(Oc2ccccc2)cc1,i,-1%,3%,5%,36%,
CCOC(=O)c1ccc(-n2nc(C)cc2C)cc1,i,-1%,7%,6%,13%,
COc1cc(/C=C(/C#N)C(=O)Nc2ccccc2)ccc1OCc1ccc(C(=O)O)cc1,0.9%,-3%,-10%,3%,8%,
Cn1c(=O)c2[nH]c(Cc3cccc(O)c3)nc2n(C)c1=O,3.3%,-7%,·,·,·,
CC(C)c1nc2cc(C(=O)N3CCNC(=O)C3c3ccc(F)cc3)ccc2o1 (centres undefined),i,-3%,2%,7%,-12%,
C#Cc1cccc(NC(=O)C2CCN(C(C)=O)CC2)c1,0.6%,-7%,-2%,-1%,-2%,
COc1cccc(C(=O)NC(=S)Nc2ccc([N+](=O)[O-])cc2C)c1,0.1%,-2%,0%,11%,-5%,
CC(NC(=O)COc1ccc(S(=O)(=O)N2CCOCC2)cc1)c1ccccc1 (centres undefined),1.8%,-6%,·,-7%,11%,
O=C(OCC(=O)N1CCOCC1)c1ccccc1OCc1ccc(Cl)cc1,0.2%,-3%,·,-2%,17%,
Cc1ccc(C(C)C)c(OCC(=O)N2CCN(Cc3nc4cc([N+](=O)[O-])ccc4n3C)CC2)c1,i,3%,0%,14%,27%,
CCC(=O)n1nc(-c2ccccc2)nc1NCc1ccccc1,4.8%,1%,-4%,4%,-3%,
COc1ccc(CN2CCS(=O)(=O)CC2)cc1OC,i,-8%,19%,2%,-2%,
Nc1ccc(-c2ccc(N)c(C(=O)O)c2)cc1C(=O)O,0.1%,1%,5%,2%,0%,
Cc1cc(C(=O)N/N=C/c2ccc(O)c([N+](=O)[O-])c2)n[nH]1,0.2%,10%,9%,0%,?,inhibitors of VEEV 10K pilot screen=1.0
COC(=O)c1nnn(-c2ccccc2)c1N,0.6%,6%,6%,-4%,-13%,
Cc1ccc2[nH]c(=O)c(C3=NN(C(=O)CCC(=O)O)C(c4cccs4)C3)c(-c3ccccc3)c2c1 (centres undefined),1.1%,-5%,-7%,0%,18%,
Cc1ccc(SCC(=O)OCc2csc(CC(=O)Nc3ccccc3C)n2)cc1C,5.3%,0%,·,28%,?,
CN1CCN(C(=O)Cn2c(C(F)(F)F)nc3ccccc32)CC1,0.5%,-15%,10%,-8%,1%,
CCN(CC)S(=O)(=O)c1cccc(C(=O)Nc2cc(C)nn2-c2ccccc2)c1,0.0%,-7%,7%,-7%,10%,
Cc1cccc(C)c1OCC(=O)Nc1ccc(N2CCOCC2)cc1,2.5%,-6%,4%,0%,8%,
Cc1nc(-c2ccccc2OC(F)(F)F)[nH]c(=O)c1Cl,2.2%,-16%,-2%,-7%,9%,
C=CCn1c(SCc2csc(C)n2)nc2sc3c(c2c1=O)CCCCC3,i,3%,6%,-17%,-5%,inhibitors of VEEV 10K pilot screen=0.6
CC(=O)Nc1ccc(NC(=O)c2ccccc2N(C)S(C)(=O)=O)cc1,1.9%,-1%,-12%,-1%,6%,
COCC(=O)N/N=C/c1ccc(Sc2nc3ccccc3s2)o1,3.5%,2%,-6%,-6%,24%,
CCCc1cc(=O)oc2cc(OCC(=O)N3CCc4ccccc43)ccc12,0.2%,-7%,-3%,5%,2%,
CC(C(=O)N(C)c1ccccc1)N1CCN(C(=O)c2ccccc2)CC1 (centres undefined),i,21%,5%,1%,-2%,
Cc1nn(C)c(C(=O)N2CCc3ccccc32)c1Cl,1.0%,-1%,-2%,-1%,7%,
CCOC(=O)c1sc(NC(=O)c2ccc(S(=O)(=O)N(C)C)cc2)cc1C,1.1%,0%,17%,-22%,2%,
Cc1nc2ccc(NS(=O)(=O)c3ccc(Br)cc3)cc2s1,i,2%,·,-7%,37%,
CCN(C(=O)COC(=O)c1n[nH]c2ccccc12)c1ccccc1,12%,3%,·,2%,-2%,
Cc1ccc(C(=O)COC(=O)c2cn3ccccc3n2)cc1,3.2%,-1%,13%,0%,24%,
COc1ccccc1CNC(=O)CCN1C(=O)c2ccccc2C1=O,0.7%,-9%,8%,-2%,-23%,
COc1ccc(OC(C)C(=O)Nc2ccccc2F)cc1 (centres undefined),i,4%,-20%,-3%,38%,
CC1CCN(C(=O)C2CCN(C(=O)c3cc4sccc4n3Cc3ccc(F)cc3)CC2)CC1,i,6%,16%,10%,24%,
COC(=O)c1cc(Br)c(=O)n(-c2nccs2)c1,0.8%,-4%,-1%,-1%,-11%,

# Sorted by SMILES length (lowest first): 3 of the compounds above.
SMILES,inhibitors of VEEV,H1N1 NS1A inhibition,Salmonella PhoP GFP,H37Rv inhibition,tuberculosis growth,others
COc1ccc(OC(C)C(=O)Nc2ccccc2F)cc1 (centres undefined),i,4%,-20%,-3%,38%,
Cc1nc(-c2ccccc2OC(F)(F)F)[nH]c(=O)c1Cl,2.2%,-16%,-2%,-7%,9%,
CCCc1cc(=O)oc2cc(OCC(=O)N3CCc4ccccc43)ccc12,0.2%,-7%,-3%,5%,2%,

# Continued:
SMILES,inhibitors of VEEV,H1N1 NS1A inhibition,Salmonella PhoP GFP,H37Rv inhibition,tuberculosis growth,others
O=c1c([N+](=O)[O-])c[nH]c2ccccc12,0.7%,-1%,-5%,1%,33%,inhibitors of VEEV 10K pilot screen=0.7
CCCCNc1nc2ccccc2nc1Cl,0.5%,-11%,-7%,4%,6%,
C=CCNCCOCCOc1ccccc1-c1ccccc1,i,2%,-6%,-4%,19%,inhibitors of VEEV 10K pilot screen=0.4
Cc1cc(C(=O)N/N=C\C(Br)=C\c2ccccc2)c(C)o1,10%,·,17%,39µM*,23%,
Cc1csc2nc(CSc3ccc(Cl)cc3)cn12,5.6%,-3%,9%,6%,76%,
N#CCCn1nc(-c2ccc(Cl)cc2)cc1Nc1ccccc1NC(=O)C(F)(F)F,i,-3%,-5%,6%,15%,
COc1nccc(C(F)(F)F)c1C(=O)NC(=O)Nc1ccccc1,2.6%,-20%,9%,-6%,-3%,
O=C(O)C1CCCN1C(=O)NC1CCCCC1 (centres undefined),0.1%,20%,-6%,-4%,-5%,
CCN1C(=O)C(CC(=O)NCc2ccc(Cl)cc2)N(CC)C1=O (centres undefined),1.9%,5%,-1%,-7%,7%,
Cc1[nH][nH]c(=O)c1C(c1c(C)[nH][nH]c1=O)c1cn(Cc2ccc(Cl)c(Cl)c2)c2ccccc12,21%,17%,0%,3%,76%,
COc1ccccc1C(=O)NNC(=O)C(=O)NC(C)(C)C,1.3%,-11%,0%,35%,?,
CC(=O)c1ccc(NC(=O)CSc2nc(Nc3ccccc3)nc(N3CCOCC3)n2)cc1,1.6%,-5%,-8%,-13%,-7%,
Cc1oc(-c2ccc(Cl)cc2)[n+]([O-])c1C,1.8%,5%,-7%,-6%,3%,
COc1cccc(CNn2cn[nH]c2=S)c1OCc1ccccc1,0.1%,-3%,-5%,9%,-6%,
COC(=O)c1ccc(CC(C(=O)c2ccccc2)N(C)C)cc1 (centres undefined),0.5%,-1%,-1%,5%,53%,
COc1cc(NC(=O)N[C@@H](Cc2c[nH]c3ccccc23)C(=O)O)c(C(=O)O)cc1OC,0.1%,-2%,7%,15%,-3%,
COc1cc(/C=C(\C#N)C(=O)NCC2CCCO2)c([N+](=O)[O-])cc1OC (centres undefined),7.0%,7%,4%,0%,4%,
O=S(=O)(Cc1ccccc1)Nc1ccc(F)cc1,0.1%,-22%,1%,-6%,4%,
CS(=O)(=O)N1CCN(c2ccccc2[N+](=O)[O-])CC1,1.0%,-8%,5%,-8%,4%,
CCCCC(=O)/C=C/n1c(=S)oc2ccccc21,?,1%,-4%,28µM*,?,
COc1ccc(C(=O)NCc2cn3ccsc3n2)cc1OC,0.0%,0%,1%,-7%,-28%,
COc1ccccc1S(=O)(=O)CC(O)COc1ccccc1Cl (centres undefined),5.5%,-7%,-5%,-13%,-18%,
COC(=O)C1=C(c2c(C)noc2C)C[C@@H]2CC[C@H]1N2C(=O)N1CCCC1,i,-21%,·,-13%,-5%,
Cc1cn([C@H]2C[C@H](O)[C@@H](CCC(=O)NCCc3c[nH]c4ccccc34)O2)c(=O)[nH]c1=O,i,10%,·,·,·,
O=C(CCC(=O)N1CCOc2ccc(Cl)cc21)NCCCN1CCC(Cc2ccccc2)CC1,51%,5%,6%,8%,53%,
Cc1ccc(C(=O)N2CCCC(CCC(=O)NCc3ccccc3F)C2)cn1 (centres undefined),1.1%,-2%,-7%,3%,2%,
CC(C)=CCN1CCN(Cc2cn[nH]c2C2CCCCC2)CC1CCO (centres undefined),·,·,1%,-15%,4%,
Cc1ccc(Cl)cc1NC(=O)COC(=O)CCN1C(=O)C2CC=CCC2C1=O (centres undefined),1.6%,-8%,·,-3%,-13%,
CCN(CC)S(=O)(=O)c1cccc(NC(=O)COc2ccc(Cl)cc2Br)c1,1.2%,11%,-8%,0%,-13%,
O=C(NCCC1CCCCN1S(=O)(=O)c1ccc(Cl)cc1)C(=O)NCCN1CCOCC1 (centres undefined),i,2%,5%,-8%,8%,
